Screening data deposited in PubChem BioAssay by National Center for Advancing Translational Sciences (NCATS).
KB-3-1 tox: kills parental KB-3-1 adenocarcinoma cells; KB-3-1 viability, CellTiter-Glo ATP luminescence, 72 h; Potency, µM (titrated, usually from 46.1 µM), inactives show top-dose activity change, negative = cytotoxic, most hits filed as cytotoxic; 1.4% of 400,000 active; further: potency means the concentration at half of the fitted maximal effect; on the % scale 0 is the no-effect control and ±100 the full control effect; nearly all actives have a fitted effect of over 60% in size
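KB-3-1 parental drug-naive adenocarcinoma cells in DMEM/10% FBS, incubated 72 h at 37 C with pin-transferred compounds across a concentration series. Viability by CellTiter-Glo luminescence; concentration-response curves fitted after normalization.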
HepG2 tox: HepG2 cytotoxicity, counter-screen for TGF-b inhibitors. 0.76% of 410,000 active. AID 588856. Potency, µM (titrated, usually from 46.1 µM), without a hit: at the highest dose activity change, negative = cytotoxicity, most hits filed as cytotoxic. HepG2 CAGA-GFP viability, ATP luminescence, 18 h; further: potency means the concentration at half of the fitted maximal effect; some results filed as inactive show a strong effect at the top dose
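HepG2 CAGA-GFP cells (1000/well, DMEM with 1% FBS) received compound, then TGF-beta at 500 pg/mL final, and were incubated 18 hours at 37 degrees C. Viability was read by CellTiter-Glo luminescence. Media-only wells were set as complete cell-killing and DMSO as no toxicity.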
S2 tox: reduces viability in counter-screen for ATXN expression inhibitors; S2 cells (HEK-293 line with an ATXN2-luciferase reporter) viability, CellTiter-Fluor protease fluorescence, 24 h; Potency, µM (doses to about 56.7 µM), most hits filed as cytotoxic; 0.49% of 400,000 active; AID 651635; further: potency means the concentration at half of the fitted maximal effect; nearly all actives have a fitted effect of over 40% in size
IL-1B inflam inh: blocks inflammasome-driven IL-1 beta release; THP-1 LPS/ATP IL-1B secretion, AlphaLISA, 16 h; stronger effect = lower value; activity change, % at 57.5 µM; AID 743279; 4.7% of 360,000 active; in the data active means activity change below about -50%; inconclusive means mostly about -30% to -49%; further: on the % scale 0 is the no-effect control and ±100 the full control effect
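Secreted IL-1B measured by AlphaLISA bead assay after 16 h compound exposure of THP-1 cells; compounds (final up to 57.5 uM) added 1 h before LPS (250 ng/mL) and ATP (1.25 mM) stimulation; lower signal means less secretion.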
HT1080 IDH1KD tx: HT-1080 IDH1 knockdown cell toxicity (counter line). HT-1080 IDH1 knockdown viability, ATP luminescence, 48 h. Potency, µM (series often up to 46.1 µM), without a hit: at the top dose activity, negative = toxicity, usual class: cytotoxic. 2% of 360,000 active. AID 686971;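 further: potency means the concentration at half of the fitted maximal effect; 0% = DMSO wells and -100% = cell-free medium wells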
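IDH1KD HT-1080 cells, 750/well, RPMI + 5% FBS; compound pinned after 2 h settling; 48 h, 37 °C; CellTiter-Glo luminescence; % activity normalised to DMSO and no-cell wells; curves fitted, classed by r2 and efficacy.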
MCF10A rerep: DNA re-replication induction in MCF 10a cells; 2.9% of 350,000 active; MCF 10A DNA re-replication, Hoechst nuclear intensity, 48 h; AID 624296; Potency, µM (series often up to 46.1 µM), for inactives: at the highest dose activity, positive = re-replication, hits mostly activators; further: potency means the concentration at half of the fitted maximal effect; % of control where 0% means no effect; nearly all actives have a fitted effect of over 50% in size
SW480 rereplic: induces DNA re-replication in SW480 colon adenocarcinoma cells. AID 624297. Potency, µM (top dose mostly 46.1 µM), for inactives: top-dose re-replication activation, actives largely listed as activators. 1.8% of 340,000 active. SW480 DNA re-replication, Hoechst DNA content imaging, 48 h; further: potency means the concentration at half of the fitted maximal effect; % of control where 0% means no effect; nearly all actives have a fitted effect of over 55% in size
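DNA re-replication was detected as more nuclei of elevated Hoechst intensity after 48 hr exposure to compound (23 nL pinned per well of 250 cells).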
HT1080-NT tox: kills 2HG-producing HT-1080-NT fibrosarcoma cells; HT-1080-NT fibrosarcoma viability, CellTiter-Glo ATP luminescence, 48 h; Potency, µM (doses to about 46.1 µM), for the others: at the top dose activity, negative = less viability, hits mostly cytotoxic; 1.6% of 360,000 active;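 further: NT is the 2HG producing partner of a matched IDH1 knockdown line; potency means the concentration at half of the fitted maximal effect; 0% = DMSO-treated cells and -100% = media-only wells without cells; nearly all actives have a fitted effect of over 55% in size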
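750 cells/well, RPMI + 5% FBS; 2 h settle, compound pin-transfer, 48 h at 37 degrees C. CellTiter-Glo 10 min RT, luminescence. Normalized to DMSO and media-only wells.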
ATXN2 expr inh: ATXN2 expression inhibition. 0.72% of 360,000 active. HEK-293 ATXN2-luciferase reporter, luminescence, 24 h. Potency, µM (highest dose often 57 µM), for inactives: top-dose activity change, negative = inhibition, hits mostly inhibitors; further: potency means the concentration at half of the fitted maximal effect; on the % scale 0 is the no-effect control and ±100 the full control effect; nearly all actives have a fitted effect of over 55% in size
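qHTS (up to 57 uM final) was run with 24 h compound exposure of reporter cells at 37 °C. Each well was multiplexed: SteadyGlo luminescence measured ATXN2-luciferase expression after a fluorogenic Gly-Phe-AFC viability readout (25 uM final).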
An asterisk follows results filed as active; i = inactive; ? = inconclusive; · = no result given; [ ] = another dose, or the depositor's remark. Unless noted, the call rests on the fitted dose curve; in most records, active means well fitted curve in the direction sought with a large enough effect; inconclusive means small, poorly fitted or top-dose-only effect, or another doubt; inactive means no such curve, though single readings can be large; an effect the other way counts as inactive or inconclusive. This is a random part of the collection; any-hit rate near 8.9%.

SMILES	KB-3-1 tox	HepG2 tox	S2 tox	IL-1B inflam inh	HT1080 IDH1KD tx	MCF10A rerep	SW480 rereplic	HT1080-NT tox	ATXN2 expr inh
O=C(Nc1ccc(S(=O)(=O)NC2CCCCC2)cc1)c1ccco1	-18%	-21%	i	8	-2%[9.24 µM]	3%	9%	-26%	-6%
O=C(CSc1cccc(C(F)(F)F)c1)NC(=O)c1ccccc1	?	-13%	i	30	12%	1%	4%	2%	-2%[11.3 µM]
COc1ccc(Cl)cc1NC(=O)C(C)N1CCN(C/C=C/c2ccccc2)CC1 (stereo not given)	-7%	-29%	?	-59*	?	?	1%	?	?
COc1ccc(OC)c(S(=O)(=O)N2c3ccccc3CC2C)c1 (stereo not given)	-5%	-33%	i	0	?	-2%	-4%	?	-9%
O=C(NC1CCCC1)C(c1ccc(N2CCOCC2)cc1)N(Cc1ccco1)C(=O)c1ccco1 (stereo not given)	0%	-2%	?	-1	8%	-1%	-1%	3%	-2%
O=C(NCc1ccccc1F)c1cccc(S(=O)(=O)N2CCCCC2)c1	-19%	-3%	i	6	-5%	2%	15%	3%	-10%
NC(=O)NC(=O)c1nccnc1C(=O)O	17%	1%	i	6	-4%	0%	-6%	-1%	·
CN(c1ccccc1)S(=O)(=O)c1cccc(NC(=O)CN2CCCc3ccccc32)c1	-5%	-4%	i	-28	-14%	12%	-1%	-17%	-17%
CC(=O)c1ccc(S(=O)(=O)N(C)CC(=O)NCC2CCCCC2)cc1	-2%	-3%	i	15	6%	12%	5%	-4%	36%
COc1ccc(C(=O)C2CCCN(C(=O)/C=C/c3cnc[nH]3)C2)c(C)c1 (stereo not given)	21%	-1%	i	4	-1%	2%	-1%	0%	4%
CN(Cc1ccc(Cl)cc1)C(CCc1ccccc1)C(=O)NC1CCCCC1 (stereo not given)	-1%	-25%	i	43	?	·	·	?	-14%
O=C(CSc1nnc(Cc2cccs2)n1-c1ccc(Cl)cc1)NCc1ccc2c(c1)OCO2	3%	0%	?	-25	5%	16%	2%	4%	2%
Cc1nnc(C)n1/N=C/c1cccc(Oc2ccccc2)c1	6%	-50%	i	-11	-17%	9%	5%	5%	11%
COc1ccc(-c2csc(C(C)(O)c3ccccc3)n2)cc1 (stereo not given)	-1%	-35%	i	-16	?	·	·	?	20%
CCOC(=O)c1sc(NC(=O)CSCc2c(C)noc2C)nc1C	0%	0%	i	?	-18%	3%	?	0%	-8%
CCn1nnnc1SCC(=O)c1ccc2c(c1)OCCO2	1%	0%	i	14	13%	1%	5%[9.22 µM]	7%	14%
Cc1cccc(-c2csc(N)c2C(=O)OC(C)C)c1	5%	-40%	i	-5	-12%	?	10%	1%	-29%
CCC(C)[C@H]1CNC(=S)N1CCc1cccc2ccccc12 (stereo not given in full)	-10%	-27%	?	15	9%	14%	0%	14%	?
CCCCn1nc(NC(=O)COC)c2cc3cc(OC)ccc3nc21	36%	20%	·	-6	1%	9%	15µM*	3%	19%
COc1ccc(C(=O)C2CCN(CC(=O)NCc3ccccc3)CC2)cc1	?	-29%	i	-10	-11%	1%	-7%	-28%	-28%
COC(=O)c1cc2c(ccn2-c2ccc(F)cc2)n1Cc1ccc(C#N)cc1	-15%	-13%	i	?	6%	-4%	3%	-4%	-21%
COc1cccc(NC(=O)Cn2c(CCC(=O)O)ccc2-c2ccccc2)c1	0%	4%	i	25	-12%	5%	-2%	-11%	3%
COc1cc(OC)cc(-c2nnc(SCC(=O)c3ccc([N+](=O)[O-])cc3)o2)c1	?	6%	i	·	·	·	·	·	10%
O=C(NCC1COc2ccccc2O1)C1C2C=CC3(CN(Cc4cccs4)C(=O)C13)O2 (stereo not given)	-20%	1%	i	-21	0%	0%	-3%	-5%	5%
CSCCC(NS(=O)(=O)c1ccc(Cl)cc1)C(=O)OCC(=O)N1CCCc2ccccc21 (stereo not given)	8%	-10%	i	-4	7%	19%	0%	0%	0%
CCCCNC(=O)COC(=O)c1ccc(F)cc1Cl	2%	4%	i	-2	2%	-1%	21%	3%	-5%
Cc1ccccc1S(=O)Cc1ccc(C(=O)NCc2ccccc2Cl)o1 (stereo not given)	2%	-14%	?	·	·	·	·	·	?
CCOc1ccc(S(=O)(=O)NCCC(=O)NC(C)CCc2ccccc2)cc1 (stereo not given)	8%	-25%	i	-2	-13%	10%	-3%	-2%	-1%
CN1CCN(C2=Nc3c(Cl)cc(Cl)c4cccc2c34)CC1	2%	-50%	i	-53*	-6%	-2%	-46%[inhibitor]	-10%	·
CS(=O)(=O)N(CC(=O)NCc1ccccn1)c1ccc2c(c1)OCCO2	13%	-3%	i	10	3%	4%	-13%	-3%	5%
Cc1cc(C(=O)Nc2c(F)cc(F)cc2Br)cs1	2%	-2%	i	-29	7%	1%	1%	-6%	2%
COC(=O)C1=C(C)Nc2c(c(=O)n(C)c(=O)n2C)C1c1ccc(C)cc1 (stereo not given)	13%	-12%	i	-3	-6%	-1%	-11%	-9%	-5%
COc1ccc(CCNc2c3ccccc3nc3ccccc23)cc1OC	?	-49%	?	-94*	?	6.5µM*	0.92µM*	21µM*	?
Oc1cccc(/C=N/c2c(-c3ccco3)nc3ccccn23)c1	-7%	-6%	i	-9	?	-2%	1%	-28%	3%
O=C(COC(=O)CCc1ccc(S(=O)(=O)N2CCOCC2)cc1)NC1CCCCCC1	-4%	4%	i	18	11%	-56%[inhibitor]	-4%	1%	3%
COc1ccc(C(=O)NC(=S)N2CCC(C)CC2)cc1	21%	-2%	i	-16	14%	3%	-1%[9.22 µM]	14%	23%
COC(=O)C1=C(C)Nc2nnnn2C1c1ccc(Cl)cc1Cl (stereo not given)	-21%	-24%	i	11	-16%	2%	-8%	-10%	-3%
CCCC(=O)NC(NC(=S)Nc1ccc(N=Nc2ccccc2)cc1)C(Cl)(Cl)Cl (stereo not given)	15µM*	-57%	·	?	18µM*	13µM*	6%	?	?
Cc1cccc(N2CN(Cc3ccco3)CNC2=S)c1C	-6%	-7%	i	-1	1%	-3%	1%	-4%	7%
COc1cccc(NC(=O)NC(C)C2CC3CCC2C3)c1 (stereo not given)	-1%	3%	i	3	3%	-19%	-9%	7%	22%
NC(=O)c1ccccc1N	0%	-11%	i	10	-11%	-7%	-49%	-4%	3%
COc1ccc(-c2ccc(/C=C3\C(=O)N(c4ccccc4)N=C3c3ccccc3)o2)c([N+](=O)[O-])c1	-1%	-4%	i	5	1%	-1%	-1%	0%	-6%
Cc1ccc(NC(=S)NN2CCN(C)CC2)cc1	0%	-10%	i	0	1%	-59%[inhibitor]	-18%	-6%	-9%
Cc1cc(C)cc(SCc2noc(C(=O)NCCC(C)C)c2C(=O)NCCC(C)C)c1	13%	-1%	i	23	26%	5%	-7%	21%	8%
O=C(N/N=C/c1cccc(Oc2ccc([N+](=O)[O-])cc2[N+](=O)[O-])c1)c1cncc(Br)c1	4%	-25%	i	-4	11µM*	4%	?	?	-9%
O=C(COc1ccc(Cl)cc1Cl)N(Cc1ccco1)C1CCS(=O)(=O)C1 (stereo not given)	6%	0%	i	2	5%[9.24 µM]	1%	2%	0%	7%
Cc1ccc(S(=O)(=O)NCC(=O)N/N=C/c2ccc(Cl)cc2)cc1	12%	-15%	?	-13	1%	4%	0%	3%	-5%

An excerpt of these results, with values under each structure.
Each structure is followed by: KB-3-1 tox, HepG2 tox, S2 tox, IL-1B inflam inh, HT1080 IDH1KD tx, MCF10A rerep, SW480 rereplic, HT1080-NT tox, ATXN2 expr inh
- Cc1cc(C(=O)Nc2c(F)cc(F)cc2Br)cs1
→ 2%, -2%, i, -29, 7%, 1%, 1%, -6%, 2%
- COC(=O)C1=C(C)Nc2c(c(=O)n(C)c(=O)n2C)C1c1ccc(C)cc1 (stereo not given)
→ 13%, -12%, i, -3, -6%, -1%, -11%, -9%, -5%
- COc1ccc(CCNc2c3ccccc3nc3ccccc23)cc1OC
→ ?, -49%, ?, -94*, ?, 6.5µM*, 0.92µM*, 21µM*, ?
- Oc1cccc(/C=N/c2c(-c3ccco3)nc3ccccn23)c1
→ -7%, -6%, i, -9, ?, -2%, 1%, -28%, 3%
- O=C(COC(=O)CCc1ccc(S(=O)(=O)N2CCOCC2)cc1)NC1CCCCCC1
→ -4%, 4%, i, 18, 11%, -56%[inhibitor], -4%, 1%, 3%
- COc1ccc(C(=O)NC(=S)N2CCC(C)CC2)cc1
→ 21%, -2%, i, -16, 14%, 3%, -1%[9.22 µM], 14%, 23%
- COC(=O)C1=C(C)Nc2nnnn2C1c1ccc(Cl)cc1Cl (stereo not given)
→ -21%, -24%, i, 11, -16%, 2%, -8%, -10%, -3%
